Assay outcomes as filed in PubChem.
CCT modulator: cytosolic chaperonin activity modulation; purified chaperonin ATPase assay, HTRF ADP detection, 30 min; activity change, % (test concentration not listed), hits read low; hit rate 0.3% among 360,000; in the data active = activity change below about -30%; also: % is scaled to controls: 0 for no effect and ±100 for the full control effect
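ATPase activity: ADP formed was measured by HTRF Transcreener (665/615 nm ratio) after 30 min at 37 deg C with 10 uM ATP. Compounds screened at one 76 uM concentration against 40 or 20 nM TRiC in Tris pH 7.4/KCl/MgCl2/DTT buffer.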
Akt phos inh: inhibitors of Akt phosphorylation. Neuro2A IGF-stimulated pAkt S473 HTRF, 20 min; stronger effect = lower value. activity change, % for hits at 50 µM. hit rate 0.32% among 360,000; in the data active = activity change below about -80%; inconclusive = mostly about -51% to -80%; also: % is scaled to controls: 0 for no effect and ±100 for the full control effect
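Neuro2A cells (4,500/well, DMEM with 0.5% FBS) were treated with compound at a single 50 µM final concentration, stimulated with 6 nM IGF for 20 min at 37 °C, and lysed. Phospho-Akt Ser473 was read by HTRF as 665/615 ratio ×10^4.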
A549 viability: A549 cytotoxicity, counter-screen for Nrf2 inhibitors; A549 ARE-Fluc cells, CellTiter-Fluor viability, 18-24 h; Potency, µM (highest dose often 46 µM), for the others: at the top dose activity change, negative = cytotoxicity, most hits filed as inhibitors; hit rate 0.16% among 390,000; AID 504648; also: potency is read from the fitted curve at half-maximal effect; % is scaled to controls: 0 for no effect and ±100 for the full control effect
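Cytotoxicity counterscreen: CellTiter-Fluor fluorescence was measured in A549 ARE_Fluc cells after 18-24 h of compound exposure in a concentration series. The subsequent BugLite luminescent read reports ARE-luciferase activity.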
Nrf2 ARE act: Nrf2 pathway activation. hit rate 0.31% among 410,000. AID 624171. Potency, µM (highest dose often 46.1 µM), inactives show at the top dose activation, most hits filed as activators. AREc32 ARE-luciferase reporter (MCF7-derived line), luminescence, 24 h; also: potency is read from the fitted curve at half-maximal effect; % of control where 0% means no effect; nearly all actives have a fitted effect of over 65% in size
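For detection, Steady-Glo was added and plates sat 30 min at RT; before that, AREc32_Fluc cells grown overnight in OPTI-MEM/5% FBS had been treated with 23 nL compound for 24 hr at 37 deg C.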
EPAC2 antagonist: blocks human EPAC2 exchange factor; AID 720708; EPAC2 GEF exchange of Rap1B-BODIPY-GDP, fluorescence; hit rate 0.18% among 360,000; Potency, µM (highest dose often 114 µM), for the others: at the highest dose activity, negative = inhibition, actives largely listed as inhibitors; Q8WZA2; also: potency is read from the fitted curve at half-maximal effect; % is scaled to controls: 0 for no effect and ±100 for the full control effect; nearly all actives have a fitted effect of over 45% in size; many of its hits are not listed in these tables
Target sequence (Q8WZA2 whole entry, looked up): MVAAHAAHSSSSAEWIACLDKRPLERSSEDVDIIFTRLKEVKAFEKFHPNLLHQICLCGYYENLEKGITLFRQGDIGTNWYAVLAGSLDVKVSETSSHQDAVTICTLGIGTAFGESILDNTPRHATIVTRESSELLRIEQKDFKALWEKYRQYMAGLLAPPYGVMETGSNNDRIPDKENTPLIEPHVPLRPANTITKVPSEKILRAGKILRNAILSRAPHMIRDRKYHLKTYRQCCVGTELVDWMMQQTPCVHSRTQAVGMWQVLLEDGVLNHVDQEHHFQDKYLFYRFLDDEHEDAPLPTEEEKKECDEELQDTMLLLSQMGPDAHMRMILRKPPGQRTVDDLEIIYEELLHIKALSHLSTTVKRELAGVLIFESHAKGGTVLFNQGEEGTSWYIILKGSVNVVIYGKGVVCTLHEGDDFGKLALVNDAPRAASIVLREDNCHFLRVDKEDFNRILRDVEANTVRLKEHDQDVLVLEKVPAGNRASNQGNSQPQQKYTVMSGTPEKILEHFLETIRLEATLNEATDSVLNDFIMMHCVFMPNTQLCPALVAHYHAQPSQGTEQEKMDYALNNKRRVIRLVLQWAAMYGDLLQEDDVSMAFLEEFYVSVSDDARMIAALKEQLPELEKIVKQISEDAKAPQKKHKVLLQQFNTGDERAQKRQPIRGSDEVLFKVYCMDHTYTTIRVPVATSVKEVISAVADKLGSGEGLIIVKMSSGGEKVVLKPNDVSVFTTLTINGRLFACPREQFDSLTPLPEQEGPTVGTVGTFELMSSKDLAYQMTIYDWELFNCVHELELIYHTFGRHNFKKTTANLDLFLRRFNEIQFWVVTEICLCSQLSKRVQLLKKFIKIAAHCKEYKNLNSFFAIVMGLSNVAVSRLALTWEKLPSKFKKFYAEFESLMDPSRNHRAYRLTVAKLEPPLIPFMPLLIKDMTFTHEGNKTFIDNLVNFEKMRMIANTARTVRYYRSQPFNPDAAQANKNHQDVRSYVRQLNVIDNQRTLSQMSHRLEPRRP
MmCpn inh: M. maripaludis TRiC chaperonin inhibition. purified Mm-Cpn ATPase, ADP Transcreener TR-FRET. Potency, µM (doses to about 76.9 µM), for inactives: top-dose activity, negative = inhibition, actives largely listed as inhibitors. hit rate 0.031% among 330,000. AID 504842; also: potency is read from the fitted curve at half-maximal effect; % is scaled to controls: 0 for no effect and ±100 for the full control effect; nearly all actives have a fitted effect of over 80% in size
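Inhibition of chaperonin ATP hydrolysis is measured as reduced ADP production, detected by competitive TR-FRET in which signal falls with ADP. Final enzyme 25 nM and ATP 10 uM, reacted 30 min at 37°C.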
Nrf2 block: Nrf2 pathway inhibition | A549 ARE-Fluc reporter, luciferase luminescence, 18-24 h | Potency, µM (doses to about 46 µM), without a hit: at the top dose activity change, negative = inhibition, hits mostly inhibitors | hit rate 2.1% among 360,000; also: potency is read from the fitted curve at half-maximal effect; % is scaled to controls: 0 for no effect and ±100 for the full control effect; nearly all actives have a fitted effect of over 60% in size
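Nrf2 activity is the BugLite luminescence, read 15 min after reagent at room temperature, following CellTiter-Fluor cytotoxicity readout (30 min, 37C). Compound titrations were applied for 18-24 h to 5000 A549 ARE_Fluc cells/well in 5% FBS OPTI-MEM.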
TGFb inhibitor: inhibitors of TGF-b signaling; HepG2 CAGA-GFP TGF-b/SMAD3 reporter, GFP fluorescence, 18 h; TGF-beta stimulated, 500 pg/mL final; Potency, µM (doses to about 46.1 µM), inactives show at the highest dose activity, negative = inhibition, actives largely listed as inhibitors; hit rate 1.2% among 410,000; also: potency is read from the fitted curve at half-maximal effect; % is scaled to controls: 0 for no effect and ±100 for the full control effect; nearly all actives have a fitted effect of over 65% in size
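TGF-beta reporter screen: HEPG2 CAGA-GFP, 1% FBS, 500 pg/mL TGF-beta final, 18 h; per-cell GFP summed per well; curves fitted and categorized by class.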
EPAC2 ag: activates human EPAC2 exchange factor. Potency, µM (highest dose often 154 µM), for the others: at the highest dose activation, actives largely listed as activators. EPAC2 activation, biochemical qHTS; response scale: 100% = 6.5 mM cAMP response. AID 720711. hit rate 0.079% among 360,000. Q8WZA2; also: potency is read from the fitted curve at half-maximal effect; nearly all actives have a fitted effect of over 50% in size
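Readout is BODIPY fluorescence (480 nm excitation, 540 nm emission), which falls as labeled GDP is exchanged off Rap1B. EPAC2 at 100 nM acted on 250 nM RAP1B-BODIPY-GDP with 50 uM GDP present.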
An asterisk follows results filed as active; [ ] = remark or other dose. Unless noted, calls follow the shape of the dose curve; as a rule, active = well fitted curve in the direction sought with a large enough effect; inconclusive = small, poorly fitted or top-dose-only effect, or another doubt; inactive = no such curve, though single readings can be large; an effect the other way counts as inactive or inconclusive. Not all compounds are listed; count on the stated rates, not on these rows.

`Cc1ccc(S(=O)(=O)N2CCN(C(=O)C3=COCCO3)CC2)cc1C` gave CCT modulator -2.9, Akt phos inh inactive, A549 viability 0%, Nrf2 ARE act -0.4%, EPAC2 antagonist -1%, MmCpn inh -1%, TGFb inhibitor 7% and EPAC2 ag 8%.
`Cn1c(Cc2ccccc2)nnc1SCc1cc(=O)n2ccsc2n1` gave CCT modulator -0.1, Akt phos inh inactive, A549 viability -10%, Nrf2 ARE act -0.5%, EPAC2 antagonist 8%, MmCpn inh 2%, Nrf2 block 3%, TGFb inhibitor -11% and EPAC2 ag 4%.
For CCCCOc1c(Cl)cc(C(=O)N(Cc2ccc(C)o2)C2CCS(=O)(=O)C2)cc1Cl (stereo not drawn) the results were A549 viability -2%, Nrf2 ARE act -0.2%, Nrf2 block -13% and TGFb inhibitor inconclusive.
`O=C(CSc1ccccc1)N1CCN(S(=O)(=O)c2cccs2)CC1` gave CCT modulator -0.8, Akt phos inh inactive, A549 viability 0%, Nrf2 ARE act -0.5%, EPAC2 antagonist 2%, MmCpn inh -5%, Nrf2 block 11%, TGFb inhibitor 2% and EPAC2 ag 9%.
CC(C)(CO)CNC(=O)CCc1nnc(C2(c3ccc(Cl)cc3)CCC2)o1 was read as CCT modulator -2.1, Akt phos inh inactive, A549 viability -1%, Nrf2 ARE act 0.1%, EPAC2 antagonist 6%, MmCpn inh 0%, Nrf2 block 0%, TGFb inhibitor 1% and EPAC2 ag 6%.
Screening COc1cc2c(cc1NC(=O)C(C)NCc1ccccc1)oc1ccccc12 (stereo not drawn) returned CCT modulator -4.1, Akt phos inh inactive, A549 viability 10%, Nrf2 ARE act 19%, EPAC2 antagonist -1%, MmCpn inh -1%, Nrf2 block 0%, TGFb inhibitor 19% and EPAC2 ag 19%.
Cc1cccc(N2CCN(C(=O)Cn3sc4nc(C)cc(C)c4c3=O)CC2C)c1 (stereo not drawn) was read as CCT modulator 0.2, Akt phos inh inactive, A549 viability 5%, Nrf2 ARE act 0.0%, EPAC2 antagonist -1%, MmCpn inh 0%, Nrf2 block 15%, TGFb inhibitor inconclusive and EPAC2 ag 18%.
Screening COC(=O)CSc1[nH]c(=O)cc(C)c1C#N returned CCT modulator 0.4, Akt phos inh inactive, A549 viability -1%, Nrf2 ARE act 0.2%, EPAC2 antagonist -2%[57.1 µM], MmCpn inh 0%, Nrf2 block 13%, TGFb inhibitor 23% and EPAC2 ag -11%.
CC[C@@H](NC(=O)Cn1cc(C)c(=O)[nH]c1=O)c1ccccc1 was read as CCT modulator -0.4, Akt phos inh inactive, A549 viability -6%, Nrf2 ARE act -0.4%, EPAC2 antagonist 1%, Nrf2 block 1%, TGFb inhibitor inconclusive and EPAC2 ag 8%.
Screening Cc1occc1C(=O)NC(C)C1CCCO1 (stereo not drawn) returned CCT modulator 0.0, Akt phos inh inactive, A549 viability 1%, Nrf2 ARE act -0.8%, EPAC2 antagonist 9%, MmCpn inh -1%, Nrf2 block 11%, TGFb inhibitor inconclusive and EPAC2 ag 1%.
`COc1ccc(N2CCN(C(=O)c3ccc4[nH]c(C)c(C)c4c3)CC2)cc1` gave CCT modulator 1.1, A549 viability 5%, Nrf2 ARE act 3.9%, EPAC2 antagonist -12%, MmCpn inh -6%, Nrf2 block 9%, TGFb inhibitor -1% and EPAC2 ag 19%.
`CCCn1cc([C@@H]2C[C@H]3CN(Cc4cccc(Cl)c4)C(=O)[C@]34CCCN24)c(C)n1` gave CCT modulator -1.5, Akt phos inh inactive, A549 viability 4%, Nrf2 ARE act -0.6%, EPAC2 antagonist -10%, MmCpn inh -5%, Nrf2 block 5%, TGFb inhibitor 12% and EPAC2 ag 7%.
CCc1ccccc1NC(=S)N(CCN(C)C)C(C)c1ccco1 (stereo not drawn) was read as CCT modulator 1.3, Akt phos inh inactive, A549 viability 0%, Nrf2 ARE act -0.7%, EPAC2 antagonist 2%, MmCpn inh -2%, Nrf2 block 1%, TGFb inhibitor 27% and EPAC2 ag 4%.
Screening O=C1c2ccccc2C(=O)C12OC2c1ccc(Cl)cc1Cl (stereo not drawn) returned CCT modulator -16, Akt phos inh inactive, A549 viability -1%, Nrf2 ARE act 6.2%, EPAC2 antagonist -10%, MmCpn inh 0%, Nrf2 block -19%, TGFb inhibitor inconclusive and EPAC2 ag -1%.
`Cc1c(S(=O)(=O)Nc2cccc3ccccc23)c(=O)n(C)c(=O)n1C` gave CCT modulator -0.3, Akt phos inh inactive, A549 viability 9%, Nrf2 ARE act 0.8%, EPAC2 antagonist 4%, MmCpn inh 1%, Nrf2 block 11%, TGFb inhibitor -9% and EPAC2 ag -1%.
CC(=O)Nc1ccc2c(c1)nc1n2CCN(C2CCCCC2)C1 was read as CCT modulator -1.7, Akt phos inh inactive, A549 viability 0%, Nrf2 ARE act -0.2%, EPAC2 antagonist -1%, MmCpn inh 0%, Nrf2 block inconclusive, TGFb inhibitor -20% and EPAC2 ag 7%.
Screening COc1cc(C(=O)NCC(c2ccco2)N2CCOCC2)cc(OC)c1OC (stereo not drawn) returned CCT modulator -2.5, Akt phos inh inactive, A549 viability 4%, Nrf2 ARE act -0.3%, EPAC2 antagonist -9%, MmCpn inh 0%, Nrf2 block 5%, TGFb inhibitor -1% and EPAC2 ag 3%.
COc1cc2c(cc1O)CCN(C(=O)c1ccco1)C2C (stereo not drawn) was read as CCT modulator -3.6, Akt phos inh inactive, A549 viability 1%, Nrf2 ARE act -0.6%, EPAC2 antagonist 1%, MmCpn inh 2%, Nrf2 block -6%, TGFb inhibitor 32% and EPAC2 ag -1%.
O=C(O)c1ccc(CN2C(=O)c3ccc(Oc4ccc([N+](=O)[O-])cc4)cc3C2=O)cc1 was read as CCT modulator -1.0, Akt phos inh inactive, A549 viability 1%, Nrf2 ARE act 0.0%, EPAC2 antagonist 4%, MmCpn inh 0%, Nrf2 block -29%, TGFb inhibitor -1% and EPAC2 ag 4%.
`CC(C)N1CCC(C)(C(=O)Nc2ccccc2Oc2ccccc2)C1` (stereo not drawn) gave CCT modulator 0.7, Akt phos inh inactive, Nrf2 ARE act -1.3%, EPAC2 antagonist -3%, TGFb inhibitor -18% and EPAC2 ag 2%.

Brought forward from above: three entries, followed by the next part.
COc1cc2c(cc1O)CCN(C(=O)c1ccco1)C2C (stereo not drawn) was read as CCT modulator -3.6, Akt phos inh inactive, A549 viability 1%, Nrf2 ARE act -0.6%, EPAC2 antagonist 1%, MmCpn inh 2%, Nrf2 block -6%, TGFb inhibitor 32% and EPAC2 ag -1%.
O=C(O)c1ccc(CN2C(=O)c3ccc(Oc4ccc([N+](=O)[O-])cc4)cc3C2=O)cc1 was read as CCT modulator -1.0, Akt phos inh inactive, A549 viability 1%, Nrf2 ARE act 0.0%, EPAC2 antagonist 4%, MmCpn inh 0%, Nrf2 block -29%, TGFb inhibitor -1% and EPAC2 ag 4%.
`CC(C)N1CCC(C)(C(=O)Nc2ccccc2Oc2ccccc2)C1` (stereo not drawn) gave CCT modulator 0.7, Akt phos inh inactive, Nrf2 ARE act -1.3%, EPAC2 antagonist -3%, TGFb inhibitor -18% and EPAC2 ag 2%.
Cc1noc(C)c1COC(=O)c1cc2ccccc2cc1O was read as CCT modulator -0.1, Akt phos inh inactive, A549 viability -4%, Nrf2 ARE act 7.2%, EPAC2 antagonist -2%, MmCpn inh 1%, Nrf2 block -8%, TGFb inhibitor -3% and EPAC2 ag 16%.
`O=C1CCC(=O)N1c1ccc(NC2CCN(Cc3ccccc3)CC2)c([N+](=O)[O-])c1` gave CCT modulator 0.9, Akt phos inh inactive, A549 viability 0%, Nrf2 ARE act -0.1%, EPAC2 antagonist -9%, MmCpn inh 1%, Nrf2 block 1%, TGFb inhibitor 0% and EPAC2 ag 11%.
For O=C(CCC1CCCN(C(=O)Cc2ccc(F)cc2)C1)N1CCN(c2ccccn2)CC1 (stereo not drawn) the results were CCT modulator 0.9, Akt phos inh inactive, A549 viability 0%, Nrf2 ARE act 1.9%, EPAC2 antagonist 5%, MmCpn inh 3%, Nrf2 block inconclusive, TGFb inhibitor -4% and EPAC2 ag 7%.
Screening O=C(Nc1ccc(S(=O)(=O)N2CCCC2)cc1)C1CCCN1C(=O)c1cccs1 (stereo not drawn) returned CCT modulator 1.2, Akt phos inh inactive, A549 viability -9%, Nrf2 ARE act -0.4%, EPAC2 antagonist 8%, MmCpn inh 0%, Nrf2 block -10%, TGFb inhibitor inconclusive and EPAC2 ag 7%.
Nc1nc(NCc2ccccc2)nc(NCc2ccccc2)c1[N+](=O)[O-] was read as CCT modulator -1.8, Akt phos inh inactive, A549 viability -2%, Nrf2 ARE act 0.2%, EPAC2 antagonist -4%, MmCpn inh 2%, Nrf2 block -12%, TGFb inhibitor -6% and EPAC2 ag 5%.
Screening COc1ccc(CC(=O)Nc2ccc3c(c2)CCC3)cc1 returned CCT modulator -3.0, Akt phos inh inactive, A549 viability 8%, Nrf2 ARE act 4.2%, EPAC2 antagonist 9%, MmCpn inh 1%, Nrf2 block 20%, TGFb inhibitor 5% and EPAC2 ag -8%.
`S=C(NCc1cccnc1)Nc1cccc(Cl)c1` gave CCT modulator -2.8, Akt phos inh inactive, A549 viability 1%, Nrf2 ARE act 1.4%, EPAC2 antagonist -1%, MmCpn inh 0%, Nrf2 block -1%, TGFb inhibitor -6% and EPAC2 ag 5%.
